PfM18AAP inh = blocks P. falciparum M18 aspartyl aminopeptidase; recombinant PfM18AAP, H-Glu-NHMec fluorogenic cleavage; inhibition, % at 7.35 µM; 1.2% of 290,000 active; AID 1822;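 active means inhibition above the campaign mean inhibition over all tested compounds plus 3 SD, cut at about 28% in these data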;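 further: 0% = plate median of test compound wells and 100% = 2 mM ZnCl2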
p-CIP stab down = lowers stability of the mouse p/CIP coactivator protein; F442A p/CIP-EGFP cells, EGFP fluorescence, 16 h; decrease of EGFP signal, % at 10 µM; 0.01% of 290,000 active;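 active means EGFP signal decrease of at least 30% at 10 µM or well 3 SD below plate mean, unless failing retest; inactive means the rest, including hits failing retest or dose response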; further: some compounds called inactive have numbers as strong as hits; many of its hits are not listed in these tables
Target sequence (Q05BA5 1-1403): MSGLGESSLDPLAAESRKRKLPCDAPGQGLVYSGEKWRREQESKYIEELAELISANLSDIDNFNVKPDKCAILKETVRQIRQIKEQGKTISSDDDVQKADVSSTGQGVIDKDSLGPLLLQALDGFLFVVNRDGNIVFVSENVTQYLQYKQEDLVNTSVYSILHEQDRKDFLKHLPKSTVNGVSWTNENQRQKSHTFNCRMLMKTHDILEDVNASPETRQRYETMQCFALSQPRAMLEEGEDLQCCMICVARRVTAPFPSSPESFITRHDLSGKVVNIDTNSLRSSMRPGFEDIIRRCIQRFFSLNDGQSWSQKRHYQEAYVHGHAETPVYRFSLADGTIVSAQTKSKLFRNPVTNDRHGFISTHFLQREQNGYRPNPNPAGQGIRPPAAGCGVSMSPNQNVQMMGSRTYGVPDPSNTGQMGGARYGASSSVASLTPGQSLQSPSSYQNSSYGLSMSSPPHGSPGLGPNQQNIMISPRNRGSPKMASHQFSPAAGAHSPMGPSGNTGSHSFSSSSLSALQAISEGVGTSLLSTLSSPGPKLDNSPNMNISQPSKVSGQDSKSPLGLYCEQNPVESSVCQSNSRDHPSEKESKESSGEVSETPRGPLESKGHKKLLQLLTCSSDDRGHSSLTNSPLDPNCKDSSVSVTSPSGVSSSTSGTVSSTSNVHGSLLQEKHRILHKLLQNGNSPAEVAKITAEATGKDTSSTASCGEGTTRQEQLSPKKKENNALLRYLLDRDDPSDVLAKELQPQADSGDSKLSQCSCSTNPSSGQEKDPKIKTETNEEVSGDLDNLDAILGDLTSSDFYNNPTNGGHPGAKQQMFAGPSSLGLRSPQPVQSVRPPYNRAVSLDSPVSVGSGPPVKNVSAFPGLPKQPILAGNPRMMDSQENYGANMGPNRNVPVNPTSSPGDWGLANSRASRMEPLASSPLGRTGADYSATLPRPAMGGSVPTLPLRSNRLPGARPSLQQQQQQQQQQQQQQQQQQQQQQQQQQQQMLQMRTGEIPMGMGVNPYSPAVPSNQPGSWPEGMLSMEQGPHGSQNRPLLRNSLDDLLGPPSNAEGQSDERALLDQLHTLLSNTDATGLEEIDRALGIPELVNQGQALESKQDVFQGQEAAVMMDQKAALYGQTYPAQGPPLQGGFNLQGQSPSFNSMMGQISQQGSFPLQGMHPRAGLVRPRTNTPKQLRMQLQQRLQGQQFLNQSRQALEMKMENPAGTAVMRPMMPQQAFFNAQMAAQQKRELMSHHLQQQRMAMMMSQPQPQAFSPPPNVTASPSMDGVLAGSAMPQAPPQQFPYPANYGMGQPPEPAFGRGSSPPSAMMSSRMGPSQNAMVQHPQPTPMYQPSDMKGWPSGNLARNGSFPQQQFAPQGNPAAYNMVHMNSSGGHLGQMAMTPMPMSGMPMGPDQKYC
IDE cell activ = activators of human insulin-degrading enzyme in cells; P14735; HEK cells, FAbeta-B cleavage, fluorescence polarization; 0% vehicle, 100% cell-free pure enzyme wells; activation, % at 5.96 µM; 0.073% of 340,000 active; AID 493087;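 active means activation above the mean of all tested compounds plus 3 SD, set per screening campaign, cut at about 17% in these data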
MEKK3 PB1 HTS = MEKK3-MEK5 PB1 interaction, increase or decrease | Q99759 | bead-based flow cytometry, Alexa488-MEK5 binding to MEKK3; actives lie on both sides; 0 = blocked by unlabeled MEK5, 100 = vehicle | binding response (% of control), % at 10 µM | 1.4% of 290,000 active | AID 1529;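 active means binding response more than 3 SD above or below the average of its plate-row segment, actives on both sides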;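 further: Alexa488 bead fluorescence after subtracting the streptavidin-only scavenger bead signal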
MEKK2wt PB1 HTS = raises or lowers MEK5 binding to wildtype human MEKK2 PB1 domain. Q9Y2U5. bead flow cytometry, Alexa488-MEK5 binding to MEKK2 WT; actives lie on both sides. binding response (% of control), % at 10 µM. 1.1% of 290,000 active; in the data active means binding response below about 67% or above about 130%
IDE inh = inhibitors of human insulin-degrading enzyme in cells | P14735 | HEK cells, FAbetaB cleavage, fluorescence polarization | inhibition, % at 5.59 µM | 0.41% of 320,000 active;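 active means percent inhibition above the average of all tested compounds plus 3 SD, set per screening campaign, cut at about 16% in these data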;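 further: IDE supplied by intact live HEK cells; FP after avidin binding of uncleaved biotin substrate so inhibition keeps polarization high; 0% = DMSO wells and 100% = 60 µM reference IDE inhibitor Ii1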
MEKK2mut PB1 HTS = signal of MEK5 binding to mutant human MEKK2 PB1 domain; bead flow cytometry, Alexa488-MEK5 binding to MEKK2 mutant; percent response, % at 10 µM; 0.35% of 290,000 active; in the data active means percent response above about 24%, passing the limit was not always enough; further: inactives centre near 1; some results filed as inactive read as strong as hits; reference of the scale not given here
NALP1 inh = blocks the NALP1 inflammasome reconstituted in yeast. S. cerevisiae NALP1/ASC/caspase-1 growth, X-gal OD620, 72 h. inhibition, % at 10 µM. 0.61% of 280,000 active; in the data active means inhibition mostly above about 24%, no sharp cut-off; inactive means mostly below about 32%; further: some compounds called inactive have numbers as strong as hits
SUMO HTRF inh = SUMOylation inhibition | P63279 | HTRF SUMOylation assay, SAE1/SAE2 + UBC9, in vitro | inhibition, % at 35 µM | 0.36% of 290,000 active; in the data active means inhibition above about 50%, passing the limit was not always enough; further: strong numbers were not always called active
* = called active by the depositor; . = not tested or not shown. These rows are one share of the data. The share of hits here may be higher or lower than overall.

SMILES	PfM18AAP inh	p-CIP stab down	IDE cell activ	MEKK3 PB1 HTS	MEKK2wt PB1 HTS	IDE inh	MEKK2mut PB1 HTS	NALP1 inh	SUMO HTRF inh
Cc1ccc(S(=O)(=O)ON2C(=O)c3ccccc3C2=O)c(C)c1	-2.1	8.7	-0.6	100.0	97.0	3.8	3.0	19.5	-18.1
CC1=CC(=O)C(C(C)C)=CC1=NC(=O)c1ccc(C)cc1	-8.7	-9.2	-1.2	77.0	76.0	-4.8	-10.0	7.0	-4.6
Cc1nc(C(=O)N2CCCC(C(=O)c3cccc(OC(C)C)c3)C2)cs1 (stereo unspecified)	-1.1	-15.0	2.1	102.0	108.0	.	5.0	-4.0	11.9
Cc1nnc(SCC(=O)Nc2ccccc2C(=O)NC2CC2)s1	14.2	-6.9	2.9	119.0	109.0	-1.0	2.0	15.8	16.9
COC(=O)c1cc(Nc2cc(C)nc3ncnn23)cc(C(=O)OC)c1	4.5	1.7	1.1	106.0	100.0	-3.2	-2.0	18.9	12.3
COc1ccc(CCn2c(C)cc3c(c2=O)C(c2ccc4c(c2)OCO4)C(C#N)=C(N)O3)cc1OC (stereo unspecified)	13.3	-7.1	-0.5	103.0	103.0	-3.3	0.0	0.1	11.8
Cc1c(/C(O)=C2/C(=O)C(=O)N(CCN3CCOCC3)C2c2ccccn2)cnn1-c1ccccc1 (stereo unspecified)	-2.8	1.5	.	102.0	103.0	4.1	2.0	12.0	4.4
CCCOc1ccccc1C(=O)N(Cc1cccc(Br)c1)C1CCS(=O)(=O)C1 (stereo unspecified)	-0.2	1.0	4.5	93.0	93.0	-0.1	-1.0	14.1	-0.6
CCOC(=O)Cc1csc(NC(=O)COc2ccc(C)cc2)n1	-0.2	3.7	-3.2	96.0	80.0	7.0	-7.0	11.9	-12.8
O=C(N/N=C/c1cccc(O)c1)c1ccc(NC(=O)c2cccc([N+](=O)[O-])c2)cc1	2.4	4.7	-1.3	102.0	89.0	3.5	-6.0	15.6	14.2

Full records, quoted from the list. Order of values: PfM18AAP inh, p-CIP stab down, IDE cell activ, MEKK3 PB1 HTS, MEKK2wt PB1 HTS, IDE inh, MEKK2mut PB1 HTS, NALP1 inh, SUMO HTRF inh
`COC(=O)c1cc(Nc2cc(C)nc3ncnn23)cc(C(=O)OC)c1` is listed as 4.5, 1.7, 1.1, 106.0, 100.0, -3.2, -2.0, 18.9, 12.3
`CC1=CC(=O)C(C(C)C)=CC1=NC(=O)c1ccc(C)cc1` is listed as -8.7, -9.2, -1.2, 77.0, 76.0, -4.8, -10.0, 7.0, -4.6
`Cc1nnc(SCC(=O)Nc2ccccc2C(=O)NC2CC2)s1` is listed as 14.2, -6.9, 2.9, 119.0, 109.0, -1.0, 2.0, 15.8, 16.9

The results go on.
SMILES	PfM18AAP inh	p-CIP stab down	IDE cell activ	MEKK3 PB1 HTS	MEKK2wt PB1 HTS	IDE inh	MEKK2mut PB1 HTS	NALP1 inh	SUMO HTRF inh
OCC[C@@H]1C[C@H](O)[C@@H](O)[C@@]2(CCCc3ccccc3O2)O1	-0.4	-26.8	5.4	101.0	97.0	-2.3	-5.0	10.5	10.1
Cc1ccc(N2C(=O)CCSC23C(=O)Nc2ccccc23)cc1 (stereo unspecified)	-3.3	-38.0	1.0	106.0	95.0	3.6	-3.0	14.8	7.0
O=C(O)c1ccc(NCCc2ccc(Cl)cc2)c([N+](=O)[O-])c1	-1.2	0.0	2.5	103.0	101.0	8.7	2.0	3.2	-0.8
CCOC(=O)c1ccc(NC(=O)NC2CC3CCC(C2)N3Cc2nnnn2Cc2ccco2)cc1 (stereo unspecified)	-10.0	-13.0	-0.2	103.0	105.0	4.0	3.0	0.8	-2.1
COc1cc(CNCc2ccc(OC)c(OC)c2OC)cc(OC)c1	-0.7	7.8	10.5	82.0	101.0	-1.4	0.0	0.1	-2.1
O=C1C2CCCN2C(c2ccc(F)cc2)N1c1ccc(Cl)cc1 (stereo unspecified)	10.0	-11.7	5.9	96.0	96.0	5.3	-4.0	13.6	15.3
Cc1ccc(-c2[nH]nc3c2C(c2ccc(OC(=O)N4CCOCC4)cc2)C(C#N)=C(N)O3)cc1 (stereo unspecified)	0.5	-16.1	3.9	100.0	96.0	-4.1	-4.0	4.4	2.6
Cc1ccc2ncnc(-c3ccccc3)c2c1	-11.2	-8.9	2.1	105.0	105.0	-0.4	6.0	8.7	23.0
COc1ccc(/C=N/Nc2ncc(-c3ccccc3)cn2)c(OC)c1	16.5	3.4	4.1	89.0	99.0	0.3	-3.0	1.1	-17.9
Cc1cc(C)c(C(=O)COC(=O)Cn2c(C)csc2=O)cc1C	-7.4	-27.3	6.5	99.0	105.0	9.1	6.0	-3.9	-12.3

Two entries picked at random from the list so far, as already listed:
SMILES	PfM18AAP inh	p-CIP stab down	IDE cell activ	MEKK3 PB1 HTS	MEKK2wt PB1 HTS	IDE inh	MEKK2mut PB1 HTS	NALP1 inh	SUMO HTRF inh
Cc1ccc2ncnc(-c3ccccc3)c2c1	-11.2	-8.9	2.1	105.0	105.0	-0.4	6.0	8.7	23.0
CCOC(=O)c1ccc(NC(=O)NC2CC3CCC(C2)N3Cc2nnnn2Cc2ccco2)cc1 (stereo unspecified)	-10.0	-13.0	-0.2	103.0	105.0	4.0	3.0	0.8	-2.1

The list goes on.
SMILES	PfM18AAP inh	p-CIP stab down	IDE cell activ	MEKK3 PB1 HTS	MEKK2wt PB1 HTS	IDE inh	MEKK2mut PB1 HTS	NALP1 inh	SUMO HTRF inh
C/C(=C\C(=O)c1ccccc1)Nc1ccc(N2CCOCC2)cc1	0.6	-2.6	1.1	94.0	93.0	4.8	-1.0	-7.7	9.7
CCCOC(=O)CSC1=C(C#N)C(c2ccccc2OC)C(C#N)C(=O)N1 (stereo unspecified)	7.4	1.9	-4.3	105.0	109.0	4.2	12.0	4.0	8.0
COc1ccc(CCN(C)C(=O)CCCN2C(=O)c3cccc4cccc(c34)C2=O)cc1OC	5.1	-1.0	-4.2	101.0	99.0	-1.9	-4.0	14.7	2.3
CCOc1ccc(S(=O)(=O)Nc2nc3ccccc3nc2Cl)cc1	-8.4	-16.3	2.7	100.0	103.0	-1.6	1.0	8.5	15.0
CC(C)(C)n1nnnc1C(c1ccc(Cl)cc1)N1CCCc2ccccc21 (stereo unspecified)	-1.5	-9.1	5.5	102.0	100.0	-0.7	-2.0	29.2	-5.9
Nc1ncc(-c2nnnn2-c2ccc(Cl)cc2)c(-c2ccc(Cl)cc2)n1	-5.5	8.6	2.9	104.0	102.0	2.1	0.0	6.5	-10.1
CC(C)N1CCN(Cc2cnc(N3CCCC3)s2)CC1CCO (stereo unspecified)	-8.0	-9.1	1.4	95.0	97.0	.	-5.0	-1.6	-8.5
CC(/C=C/C=C/c1ccccc1)=N/NC(=O)CNc1ccccc1C	-0.9	-2.0	5.4	96.0	97.0	-2.1	-3.0	16.5	3.5
Cc1nnc(SC(C)C(=O)Nc2sc3c(c2C#N)CCCC3)[nH]c1=O (stereo unspecified)	8.0	-3.4	4.7	100.0	100.0	8.8	3.0	-3.6	8.1
CC(C)(C)NC(=O)CN(Cc1cccs1)C(=O)C1COc2ccccc2O1 (stereo unspecified)	-0.3	-22.0	5.4	102.0	103.0	5.4	5.0	-2.6	6.8
O=C(c1cc(-n2cnnc2)ccc1Cl)N1CCN(c2nc(-c3ccccc3)cs2)CC1	6.2	0.5	-4.5	.	.	6.0	.	.	-5.0
Cc1cc(C)c(NC(=O)CO/N=C2\CCCc3nonc32)c(C)c1	26.3	9.3	-1.3	53.0	86.0	8.6	-2.0	22.0	12.6
C(=C\c1ccccc1)/C=N/Nc1nc2ccccc2[nH]1	18.0	-14.4	-3.9	101.0	119.0	0.1	15.0	37.4	-11.9
CCc1ccc(OCC(=O)N(Cc2ccccc2)C2CCS(=O)(=O)C2)cc1 (stereo unspecified)	-3.0	-11.2	2.1	103.0	103.0	-2.0	-1.0	22.2	-0.7
Cc1c(C(=O)O)sc2nc(-c3cccs3)cc(C(F)(F)F)c12	-6.6	-10.4	4.2	99.0	97.0	-1.6	0.0	11.0	28.8
COc1cc(COCC(O)CN2CCCCC2C)cc(OC)c1OC (stereo unspecified)	-14.4	-3.4	5.8	101.0	106.0	-1.1	4.0	-3.5	13.1
Nc1ccccc1C(=O)N1CCc2ccccc21	-8.2	-3.7	2.3	99.0	97.0	1.5	-10.0	1.9	-6.4
Cc1csc(NC(=O)CSc2nnc(-c3ccncc3)o2)n1	13.7	-2.7	1.4	97.0	97.0	9.6	-9.0	0.6	1.1
C=CCN1C(=O)c2oc3ccccc3c(=O)c2C1c1ccc(O)c(OC)c1 (stereo unspecified)	4.2	-12.9	1.6	104.0	90.0	-0.8	-16.0	37.6*	-3.3
Cc1cc(C)n(CC(O)COc2ccc(F)cc2)n1 (stereo unspecified)	-1.6	-4.0	-1.8	103.0	110.0	5.1	9.0	4.0	-5.0
COc1cccc(Nc2nc(-c3cccs3)nc3ccccc23)c1	1.9	-3.6	-3.6	102.0	117.0	-2.8	-1.0	25.9	30.4
Cc1ccc(C(C(=O)NC(C)(C)C)N(CCCN2CCOCC2)C(=O)c2ccc(-c3ccccc3)[nH]2)o1 (stereo unspecified)	-6.5	2.4	3.1	98.0	96.0	6.3	-12.0	-4.0	4.4
COc1ccc(N2C(=O)CC(Nc3cccc([N+](=O)[O-])c3)C2=O)cc1 (stereo unspecified)	1.8	-11.3	4.9	102.0	98.0	6.7	-3.0	1.9	-10.5
CCNC(=S)NNC(=O)c1ccccc1Cl	3.7	-4.9	6.1	97.0	99.0	2.5	0.0	1.7	2.3
CC(=O)N/N=C/c1ccccc1OCCOc1cccc(C)c1	3.4	-3.8	-2.8	105.0	101.0	2.5	2.0	-4.9	5.3
Cc1c(C)c2ccc(OCC(=O)Nc3ccccc3C(N)=O)cc2oc1=O	12.0	0.4	-2.1	99.0	101.0	-0.9	-1.0	10.0	7.9
O=C(NCc1cccs1)C1CCCN1C(=O)Nc1ccc(Cl)cc1 (stereo unspecified)	-0.4	-18.5	.	105.0	105.0	-0.6	5.0	10.1	-2.2
CCN(CC)S(=O)(=O)N1CCC(C(=O)NCc2ccc(C)cc2)CC1	2.7	-13.9	7.2	105.0	105.0	4.7	7.0	-1.5	28.2
Cc1nc(Nc2ccc3c(c2)OCCO3)c2c(C)c(C)sc2n1	6.5	0.5	-4.2	96.0	93.0	-6.8	-4.0	-17.5	21.0
O=C(Cn1nnc2ccccc2c1=O)Nc1cccc(S(=O)(=O)N2CCOCC2)c1	-9.0	13.7	4.0	102.0	97.0	9.3	-5.0	-5.9	-3.8
Cc1csc(SCC(=O)NCc2cccc(Cl)c2)n1	-13.0	0.7	-5.8	98.0	96.0	5.7	-8.0	-15.8	6.1
COc1cc(C)c(S(=O)(=O)N2CCOCC2)cc1C	3.3	4.9	-0.7	71.0	80.0	3.6	3.0	43.6	-1.1
Cc1ccc2nc(-c3ccncc3)[nH]c2c1	1.9	4.0	4.1	98.0	102.0	-1.9	4.0	-3.6	34.9
CO/N=C/NC(=O)c1c(OC)ccnc1Oc1ccc(Cl)cc1	-7.0	-5.9	4.2	87.0	91.0	1.0	-10.0	-10.9	31.6
O=C(O)c1ccccc1OCCOc1ccccc1C(=O)O	2.4	7.9	0.3	110.0	109.0	-0.7	6.0	-13.3	-15.8
CCCC(=O)NC(=S)Nc1cccc(C(C)=O)c1	-5.9	-9.2	1.3	.	.	-3.8	.	21.5	11.1
NC(=O)c1ccccc1N1CCCCC1	-5.5	-13.1	0.4	100.0	100.0	2.0	-9.0	19.0	-11.5
C/C(CC(=O)Nc1ccc(Cl)c(Cl)c1)=N\NC(=O)C(=O)N1CCCCC1	-11.5	-16.1	0.9	89.0	96.0	0.1	-5.0	-2.7	1.3
COc1cccc(-c2noc(C3CCCN(C(=O)c4ccc(F)cc4F)C3)n2)c1 (stereo unspecified)	0.5	2.4	3.0	103.0	107.0	3.9	5.0	3.4	-5.5

Source: PubChem BioAssay
